HSF1 inhib: HSF1 inhibition | NIH3T3-HGL HSE-luciferase, MG132-induced, luminescence 8 h; stronger effect = lower value | activity change, negative = inhibition, % at 7.5 µM (by protocol) | 0.77% of 300,000 active | AID 2098;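 active means more than half of replicate wells show activity change below -50%, luminescence cut by over half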;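 further: luciferase reports HSF-1 transcriptional activity via heat shock element; 0% = median of DMSO wells and -100% = zero luminescence signal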
aSyn 5UTR inh: MLPCN primary screen, SNCA 5' untranslated region. 0.82% of 300,000 active. inhibition, % (tested at 7.5 µM). alpha-synuclein 5'UTR reporter, inhibitor activity; in the data active means inhibition above about 60%;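 further: H4 neuroglioblastoma cells stably carrying SNCA 5'UTR luciferase fusion; 0% = DMSO wells and 100% = positive control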
HIF act: HIF pathway transcriptional activation; activation, % at 7.5 µM (by protocol); 0.32% of 300,000 active; U2OS HRE-luciferase reporter, luminescence; normalized: DMSO 0%, desferrioxamine 100%; AID 1910;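 active means mean activation of at least 10% of the iron chelator positive control signal, with at least half of replicates also reaching 10%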
HSF1 activator: increases HSF-1 driven luciferase reporter signal; NIH3T3-HGL HSF-1 luciferase reporter, MG132, 8 h; 100% = twice DMSO control signal; 1.7% of 300,000 active; activation, % at 9 µM;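 active means mean replicate activation of at least 50% with a set share of replicates each reaching 50%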;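 further: 0% = median of the neutral control wells and 100% = twice that signal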
AI-2 QS mod: Vibrio harveyi AI-2 quorum sensing modulation; activity change, % at 7.5 µM; 0.4% of 300,000 active; AID 2094; Vibrio harveyi JMH597 AI-2 luminescence/OD600 ratio, 9 h; stronger effect = lower value; strain lacks LuxN and CqsS sensors; 0 = neutral-control median; in the data active means activity change below about -75%, passing the limit was not always enough;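 further: luminescence divided by OD600 gain over 9 h not by final OD600 alone; inactives centre near 13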
GSK3 alpha inh: blocks human GSK-3 alpha kinase. P49840. ADP-Glo luminescence, 60 min. 0.1% of 320,000 active. inhibition, % at 10 µM;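 in the data active means inhibition above about 50%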;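 further: GST-tagged GSK-3 alpha with peptide substrate and 25 µM ATP; 0% = DMSO neutral wells and 100% = GW8510 positive control wells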
Target sequence (P49840 whole entry, looked up): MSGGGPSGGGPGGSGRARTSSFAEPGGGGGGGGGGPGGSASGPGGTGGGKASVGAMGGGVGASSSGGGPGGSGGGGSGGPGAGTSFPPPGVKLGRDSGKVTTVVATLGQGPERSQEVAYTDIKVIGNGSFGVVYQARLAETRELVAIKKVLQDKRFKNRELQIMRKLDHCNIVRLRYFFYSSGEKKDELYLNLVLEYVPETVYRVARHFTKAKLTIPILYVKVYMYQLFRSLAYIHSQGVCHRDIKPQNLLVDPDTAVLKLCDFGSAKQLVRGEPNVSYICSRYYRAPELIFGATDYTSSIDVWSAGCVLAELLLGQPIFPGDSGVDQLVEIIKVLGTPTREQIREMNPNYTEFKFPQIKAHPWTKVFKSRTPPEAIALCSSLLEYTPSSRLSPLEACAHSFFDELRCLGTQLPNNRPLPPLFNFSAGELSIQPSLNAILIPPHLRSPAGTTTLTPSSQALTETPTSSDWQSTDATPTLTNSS
GSK3B inh: inhibitors of human GSK3beta kinase; activity score (negative = inhibition), % at 10 µM; 0.038% of 300,000 active; AID 2097; GST-GSK3beta kinase, ADP-Glo luminescence, 60 min; stronger effect = lower value;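 active means more than half of replicate wells score below -50%, meaning over 50% inhibition versus plate controls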;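 further: 0% = median DMSO wells and -100% = median GW8510 positive control wells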
Target sequence (P49841 whole entry, looked up): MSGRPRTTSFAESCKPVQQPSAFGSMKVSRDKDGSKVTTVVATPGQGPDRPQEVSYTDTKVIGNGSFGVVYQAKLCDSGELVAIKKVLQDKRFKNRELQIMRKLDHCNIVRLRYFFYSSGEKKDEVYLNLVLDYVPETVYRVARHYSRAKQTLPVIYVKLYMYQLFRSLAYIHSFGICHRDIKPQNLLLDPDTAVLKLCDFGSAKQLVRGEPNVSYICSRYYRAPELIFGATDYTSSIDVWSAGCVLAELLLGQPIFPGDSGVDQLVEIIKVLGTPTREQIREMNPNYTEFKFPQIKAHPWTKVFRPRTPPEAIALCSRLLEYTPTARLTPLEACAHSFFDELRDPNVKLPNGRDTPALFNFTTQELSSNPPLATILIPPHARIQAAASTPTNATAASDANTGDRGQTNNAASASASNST
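Test system: GST-fused GSK3beta enzyme, cell-free | Quantity: 1.6 ng GST-GSK3beta enzyme per well | Reagent: 25 µM ATP with peptide substrate | Schedule: 60 min enzyme reaction, room temperature | Signal: Luminescent ADP-Glo measurement of ADP formed | Read-out basis: Score relative to plate controls | Control set: DMSO and 20 µM GW8510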
IEC-6 tox: counter-screen for KLF5 inhibitors: cytotoxicity in IEC-6 cells; 0.78% of 290,000 active; inhibition, % at 5 µM; IEC-6 cytotoxicity, luminescence viability; in the data active means inhibition above about 22%;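 further: 0% = plate median of test compound wells and 100% = cytotoxic reference compound wells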
HSP90 inh: inhibitors of HSP90 luciferase refolding in rabbit reticulocyte lysate | 0.91% of 290,000 active | AID 1789 | inhibition, % at 5.6 µM | luciferase refolding luminescence, 3 h;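 active means inhibition above the screen-wide mean plus 3 SD, computed separately per campaign, cut at about 16% in these data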;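 further: 0% = DMSO wells and 100% = 60 µM geldanamycin wells; inhibitors lower the luminescence because luciferase stays unfolded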
KLF5 inh: inhibitors of KLF5 expression. DLD-1 KLF5 promoter-luciferase reporter, luminescence. inhibition, % at 5 µM. 0.23% of 290,000 active. AID 1700;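 active means inhibition above a per-plate limit of that plate's mean compound inhibition plus 3 SD, cut at about 60% in these data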;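 further: 0% = DMSO wells and 100% = LY294002 at 200 µM; higher means less KLF5 promoter-driven luciferase light; inactives centre near -14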
* = called active by the depositor; . = no result given.

Results follow in this order: HSF1 inhib	aSyn 5UTR inh	HIF act	HSF1 activator	AI-2 QS mod	GSK3 alpha inh	GSK3B inh	IEC-6 tox	HSP90 inh	KLF5 inh
> CCOC(=O)CNC(=O)COc1coc(CN2CCN(c3ccccc3F)CC2)cc1=O
  -2.0	11.0	0.0	1.8	-3.6	1.5	-3.1	-5.9	-2.6	-0.5
> CC(=O)Nc1cccc(C(=O)OCC(=O)c2ccc3c(c2)OCO3)c1
  -8.1	-46.0	-2.4	-18.1	14.3	-1.6	0.7	.	.	.
> CN(C)CCCN=Cc1c(O)n(Cc2ccccc2)c(=O)c2ccccc12
  0.4	5.2	0.6	14.5	7.3	0.8	-6.5	1.6	-4.4	-16.1
> O=[N+]([O-])c1cccc(S(=O)(=O)N2CCCCCC2)c1
  2.0	3.6	0.1	-8.8	50.5	-0.2	0.6	-7.9	-3.8	-7.5
> CN(C)c1ccnc(Nc2ccc(F)cc2)c1C#N
  -7.2	3.8	-0.3	11.5	15.7	0.6	3.2	-13.3	1.4	-8.1
> O=C(CCCc1nc(-c2ccccc2Cl)no1)NC1CCCCC1
  -4.3	6.5	-0.2	5.8	25.0	-0.4	0.6	0.7	4.0	-32.1
> CC(C)C[C@H](NC(=O)c1nc[nH]c1C(=O)NCC(=O)OC(C)(C)C)C(=O)OCc1ccccc1
  4.5	21.9	-1.2	11.6	17.6	-0.6	2.9	.	.	.
> O=S1(=O)CCOCCCN1Cc1cccc(F)c1
  2.6	-4.0	0.5	-3.9	23.7	-2.2	4.3	-3.5	-1.0	-7.9
> O=C(NC(NNc1ccc([N+](=O)[O-])cc1)(C(F)(F)F)C(F)(F)F)c1ccccc1Cl
  6.7	0.4	1.2	8.9	15.3	-2.5	1.2	0.7	0.4	-14.8
> Cc1ccc(C(=O)O/N=C(\N)c2ccccn2)c(Cl)c1
  -84.0*	107.6*	-5.8	-86.7	29.1	34.1	-31.3	2.7	94.0*	96.0*
> CC(C)/C=N/NC(=O)c1cc(Br)ccc1O
  -5.8	1.8	0.8	10.5	-0.7	-1.5	1.2	3.1	1.4	-11.8
> Cc1cccc(C(C)C)c1NC(=O)COC(=O)C1CC(=O)N(Cc2ccccc2)C1 (stereo unspecified)
  2.3	0.3	0.2	4.9	15.4	-4.9	0.1	.	.	.
> Cc1ccc(/C=N\NC(=O)Cc2noc3ccccc23)cc1
  -86.8*	-38.1	-0.3	-89.5	12.2	1.1	-0.8	-4.0	7.1	-38.0
> O=C(C1CC1)n1cc(C(=S)N2CCOCC2)c2ccccc21
  2.5	17.6	-0.2	-4.9	13.1	.	-0.9	-7.7	-1.7	33.3
> COCCn1c(C)cc2c(c1=O)C(c1ccco1)C(C#N)=C(N)O2 (stereo unspecified)
  -1.9	4.1	0.0	-7.4	19.7	-6.2	0.3	-2.7	-0.5	-11.0
> Cc1sc(NC(=O)C2CSC3(C)CCC(=O)N23)nc1-c1ccccc1 (stereo unspecified)
  -7.7	7.7	-0.2	-7.3	5.1	-0.6	-2.9	.	.	.
> O=C(Nc1nc(-c2nc3ccccc3s2)cs1)C1COc2ccccc2O1 (stereo unspecified)
  27.0	-135.6	1.7	38.2	1.1	-2.0	0.4	4.4	-1.8	-45.6
> Cc1cc(C(=O)NNC(=O)c2c(-c3c(Cl)cccc3Cl)noc2C)no1
  -2.0	6.9	-0.5	-2.8	14.7	-3.7	4.2	-3.7	-5.2	-33.1
> CN(C(=O)CS(=O)(=O)c1cn(CC(=O)N2CCCC2)c2ccccc12)c1ccccc1
  -3.5	-0.3	0.2	-13.7	14.2	-0.2	-0.9	-1.2	0.5	-5.2
> O=C1NCC(COCc2ccccc2)O1 (stereo unspecified)
  -5.5	9.6	-0.4	-8.7	13.8	-1.5	-3.5	0.4	3.1	-26.6
> Cc1cccc(C)c1OCC(=O)Nc1ccc2c(c1)C(=O)NC2=O
  -3.2	1.6	-12.3	-0.2	-4.6	1.8	-9.0	1.0	-0.9	-20.9
> Cc1ccc(NC(=O)CCC(=O)c2cccs2)nc1
  3.1	-24.7	0.7	-1.7	7.6	-1.5	5.0	.	.	.
> O=C(Nc1cccc(-c2nc3ccccc3[nH]2)c1)c1ccco1
  4.1	-46.2	0.7	4.8	14.1	10.5	-2.8	1.9	-3.2	-25.2
> O=C(CCN1C(=O)C2C3CCC(C3)C2C1=O)Nc1cccc(Cl)c1 (stereo unspecified)
  -6.7	-7.5	-0.3	9.1	4.2	2.9	3.3	5.6	-1.6	5.3
> CCOc1ccccc1CN1CCN(CC2=Cc3cc(OC)ccc3OC2)CC1CCO (stereo unspecified)
  -1.0	15.9	0.4	-14.7	1.2	2.1	4.0	-2.9	-3.1	-29.8
> COC(=O)c1ccccc1NC(=O)CCCn1nc([N+](=O)[O-])c(Br)c1C
  1.8	-23.7	-0.2	4.5	17.8	-1.5	-4.3	-4.0	-0.7	-33.9
> C=CCNC(=O)CCCCCNS(=O)(=O)c1ccc(OC)cc1
  -10.3	-12.7	-0.1	-14.8	1.6	.	-12.5	-0.4	-4.4	-33.6
> COC(=O)c1c(-c2cccc(OC)c2)csc1N
  1.1	-4.3	0.1	3.4	18.6	-2.9	-6.0	-1.4	-5.8	0.2
> CC(=O)N1c2ccc(S(=O)(=O)N3CCCC(C(=O)NCc4ccccc4Cl)C3)cc2CC1C (stereo unspecified)
  -5.0	14.3	-0.8	-6.4	30.3	-1.1	0.3	-2.6	-7.1	2.5
> CCCOc1ccc(OCCSc2ncccn2)cc1
  42.2	-167.2	1.7	72.4*	5.6	-0.9	-1.2	0.9	1.8	-120.4

Reprinted at random: 4 entries already listed, in no set order.
Results follow in this order: HSF1 inhib	aSyn 5UTR inh	HIF act	HSF1 activator	AI-2 QS mod	GSK3 alpha inh	GSK3B inh	IEC-6 tox	HSP90 inh	KLF5 inh
> O=C(Nc1cccc(-c2nc3ccccc3[nH]2)c1)c1ccco1
  4.1	-46.2	0.7	4.8	14.1	10.5	-2.8	1.9	-3.2	-25.2
> Cc1cccc(C(C)C)c1NC(=O)COC(=O)C1CC(=O)N(Cc2ccccc2)C1 (stereo unspecified)
  2.3	0.3	0.2	4.9	15.4	-4.9	0.1	.	.	.
> Cc1cc(C(=O)NNC(=O)c2c(-c3c(Cl)cccc3Cl)noc2C)no1
  -2.0	6.9	-0.5	-2.8	14.7	-3.7	4.2	-3.7	-5.2	-33.1
> CC(C)/C=N/NC(=O)c1cc(Br)ccc1O
  -5.8	1.8	0.8	10.5	-0.7	-1.5	1.2	3.1	1.4	-11.8

Remaining list, next part:
Results follow in this order: HSF1 inhib	aSyn 5UTR inh	HIF act	HSF1 activator	AI-2 QS mod	GSK3 alpha inh	GSK3B inh	IEC-6 tox	HSP90 inh	KLF5 inh
> Cc1oc(-c2ccccc2)cc1C(N)=O
  8.0	-4.0	-18.1	-1.4	18.5	-1.0	-1.0	3.1	2.7	-48.3
> COc1cc(NC(=S)NN2CCN(C)CC2)cc(OC)c1OC
  -4.0	3.5	-0.2	0.0	7.4	-1.6	3.1	3.3	-1.1	3.2
> COc1ccc(CCNC(=O)c2cc3c(=O)n(C)c4ccccc4c3n2C)c(OC)c1
  -2.1	1.2	-0.4	-5.4	0.6	-0.8	0.5	-6.5	1.6	-15.6
> CC1(C)Oc2ccc3ccc(=O)oc3c2/C(=C/O)C1=O
  0.2	-5.3	1.0	23.9	17.6	-2.2	0.0	-4.9	-6.3	-45.1
> O=[N+]([O-])c1ccc(C[n+]2cccc3ccccc32)cc1
  -2.7	10.1	-0.2	2.7	19.7	8.5	1.5	3.9	2.8	-17.1
> CCOc1ccc(CC(=O)Nc2cc(=O)n(C)c(=O)n2C)cc1
  0.0	-28.4	0.4	7.0	13.7	-1.0	2.2	-5.1	-2.4	-8.1
> Cc1c(CCOC(=O)C23CC4CC(CC(C)(C4)C2)C3)sc[n+]1Cc1ccccc1
  -10.9	-11.6	-0.8	-1.2	46.0	.	-6.3	-3.9	4.6	-10.0
> O=C(NCc1ccccc1Cl)C1CCN(S(=O)(=O)c2ccc(N3CCCC3=O)cc2)CC1
  0.6	2.0	0.4	5.5	6.1	-0.5	0.2	-2.4	3.0	7.1
> CC(C)(C)c1ccc2c(c1)OC(C(=O)N/N=C\c1ccc(-c3cccc(C(=O)O)c3)o1)CO2 (stereo unspecified)
  5.8	-47.0	0.8	-17.0	25.6	-1.5	-3.2	-6.0	2.4	-37.7
> O=C(CSc1nnnn1-c1ccccc1)Nc1ncc2c(n1)CC(c1ccco1)CC2=O (stereo unspecified)
  .	8.9	-0.4	.	18.4	-1.9	3.7	0.4	5.2	-10.5
> Cc1ccc(C2(C)NC(=O)N(CC(=O)Nc3ccc4[nH]c(=O)[nH]c4c3)C2=O)cc1 (stereo unspecified)
  -10.6	13.0	-0.3	1.5	10.1	0.9	-2.1	2.6	5.6	-0.4
> Cc1cc(C)cc(OCC(O)CN2CCN(Cc3ccc4c(c3)OCO4)CC2)c1 (stereo unspecified)
  -5.5	11.3	0.0	-1.0	4.5	-3.8	0.7	-0.5	1.2	-8.2
> CN(Cc1nc(Cc2cccc(F)c2)no1)CC1CCOCC1
  -3.9	-5.0	-0.1	2.3	37.8	-0.5	-1.9	-2.0	3.0	-0.8
> CSc1ncccc1C(=O)N1CCN(S(=O)(=O)c2ccccc2)CC1
  4.3	15.4	-0.2	8.1	16.2	-1.4	2.2	-4.0	2.9	-3.1
> Cc1occc1-c1nnc(SCC(=O)N(C)c2ccccc2)n1C
  2.2	5.0	-0.2	-11.5	19.9	-1.8	3.6	.	.	.
> CC(=O)COc1nc2c(c(-c3ccco3)c1C#N)CCc1ccccc1-2
  5.3	15.4	-0.5	22.3	6.9	0.6	2.0	-2.7	0.0	-4.5
> CC1CC(C)CN(CCOc2ccc(Br)cc2)C1 (stereo unspecified)
  -1.5	-3.0	0.6	-0.1	21.8	-1.6	2.1	12.6	3.6	-17.9
> O=C(NCCc1c[nH]c2ccccc12)c1cnc2n(c1=O)CCS2
  -9.6	10.0	-0.1	-3.1	20.0	-0.4	0.0	5.2	0.0	-59.9
> Cc1ccc(C)c(S(=O)(=O)N2CCCC2CNC(=O)C(=O)NC2CC2)c1 (stereo unspecified)
  4.2	-4.4	-0.2	-3.4	11.5	-0.9	-1.4	.	.	.
> COC(=O)c1ccc(OC)c(CSc2nnc(COc3ccc(OC)cc3)o2)c1
  6.3	15.3	-0.3	-4.5	17.1	-3.8	-0.1	1.4	1.4	-29.4
> Brc1cccc(-c2nnc(SCc3ccon3)n2-c2ccccc2)c1
  0.8	7.8	-0.2	2.8	30.8	2.0	3.0	1.5	-1.2	-13.6
> CC(Sc1nnc2c(n1)[nH]c1ccccc12)C(=O)NC1CCCCC1 (stereo unspecified)
  13.5	1.1	-1.2	13.9	27.3	0.8	-0.3	-7.7	-2.8	-19.2
> O=[N+]([O-])c1ccccc1/C=C/CN1CCCCC1CO (stereo unspecified)
  1.1	10.4	0.6	-13.8	14.8	-1.3	-1.1	0.9	-3.5	-33.0
> CCOC(=O)c1nc(-c2ccc3c(c2)OCO3)[nH]c1C
  3.6	-109.5	3.1	9.2	20.2	1.4	2.4	7.4	-5.1	-9.2
> N#Cc1cccc(-n2c(-c3ccccc3)nnc2-c2ccccc2)c1C#N
  11.4	-41.9	0.5	-0.7	15.3	-3.0	-3.8	3.6	0.0	-8.3
